Screening results from PubChem BioAssay.
RXFP1 antagonist: blocks the human relaxin receptor RXFP1; Q9HBX9; HEK293-RXFP1, relaxin-stimulated cAMP HTRF, 30 min; hits give low values; activity change, negative = inhibition, % at 57.5 µM; actives 0.59% (n = 350,000);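 active = activity change of -60% or lower, but not beyond a set lower limit; inconclusive = change between -60% and -40%, or beyond the set limit; inactive = change above -40%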; also: % is scaled to controls: 0 for no effect and ±100 for the full control effect
D1 potentiator: human D1 dopamine receptor positive modulation | potentiation, % at 10 µM | AID 504651 | P21728 | actives 0.036% (n = 360,000) | HEK293 TREx D1 cells, calcium flux, dopamine EC20 potentiation; in the data active = potentiation above about 30%; also: 0% is about no effect
D1 antagonist: human D1 dopamine receptor antagonism | P21728 | HEK293 TREx D1 cells, calcium flux, dopamine EC80; hits give low values | activity change, negative = inhibition, % at 10 µM | actives 3.2% (n = 360,000) | AID 504652; in the data active = activity change below about -30%; also: % is scaled to controls: 0 for no effect and ±100 for the full control effect
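Allosteric or orthosteric antagonism assessed as attenuation of the calcium response to EC80 dopamine, added 180 s after compound, in induced HEK293 Trex D1 cells loaded with no-wash calcium dye.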
Apoferritin bind: binds horse apoferritin like a general anesthetic; P02791; apoferritin/1-aminoanthracene competitive binding, fluorescence; Potency, µM (doses to about 77.5 µM), for inactives: top-dose activity change, negative = displacement, usual class: inhibitors; actives 0.074% (n = 350,000); also: potency is read from the fitted curve at half-maximal effect; % is scaled to controls: 0 for no effect and ±100 for the full control effect; nearly all actives have a fitted effect of over 20% in size
Target sequence (P02791 2-175 limits assumed): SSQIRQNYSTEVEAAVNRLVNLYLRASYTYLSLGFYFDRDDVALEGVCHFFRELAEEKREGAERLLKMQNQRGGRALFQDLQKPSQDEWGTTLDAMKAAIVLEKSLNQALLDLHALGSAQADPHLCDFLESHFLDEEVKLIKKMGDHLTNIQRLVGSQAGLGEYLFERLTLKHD
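Horse-spleen apoferritin (10 uM) in 50% saturated 1-aminoanthracene in PBS was incubated 10 min at room temperature with compound. Fluorescence (ex 380, em 535 nm) was normalized to free and bound 1-AMA, with concentration-response fitted by a four-parameter Hill equation.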
TRHR ag: agonists of human TRH receptor; P34981; TRHR cells, calcium flux fluo-8, FDSS agonist mode; activation, % at 2 µM; actives 0.18% (n = 360,000); AID 493084; in the data active = activation above about 30%; also: 0% is about no effect
Target sequence (P34981 whole entry, looked up): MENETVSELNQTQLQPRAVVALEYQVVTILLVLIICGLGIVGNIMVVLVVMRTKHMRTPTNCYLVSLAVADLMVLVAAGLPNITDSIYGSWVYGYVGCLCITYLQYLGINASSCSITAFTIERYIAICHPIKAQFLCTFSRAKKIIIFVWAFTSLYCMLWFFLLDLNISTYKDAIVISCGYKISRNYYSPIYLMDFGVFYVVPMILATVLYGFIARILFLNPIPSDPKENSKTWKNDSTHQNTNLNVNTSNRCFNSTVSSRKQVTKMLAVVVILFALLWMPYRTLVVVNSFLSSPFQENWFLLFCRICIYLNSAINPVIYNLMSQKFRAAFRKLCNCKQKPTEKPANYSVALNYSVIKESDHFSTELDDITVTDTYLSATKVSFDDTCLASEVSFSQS
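Agonist-mode FDSS calcium read (Ex 480/Em 530, 1 s cycles) in 1536-well TRHR cells with fluo-8 dye, after 10-cycle baseline and 23 nL compound addition; TRH at EC20 (10 nM final) added afterwards for the enhancer phase.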
TRHR PAM: TRH receptor (human) allosteric enhancement | P34981 | TRHR cells, fluo-8 calcium fluorescence, EC20 TRH enhancement | enhancement, % at 2 µM | actives 0.66% (n = 360,000) | AID 493056; in the data active = enhancement above about 30%; also: 0% is about no effect
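Enhancer read-out: after compound pinning and an initial kinetic agonist-mode read, an EC20 of TRH (10 nM final) was injected and fluo-8 calcium signal (Ex 480/Em 530) followed at 1 s/cycle for 100 cycles in TRHR-expressing cells.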
D2 PAM: positively modulates the human D2 dopamine receptor allosterically; P14416; HEK293 T-REx D2, calcium flux, EC20 dopamine potentiation; potentiation, % at 10 µM; actives 0.34% (n = 340,000);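 active = potentiation over 3 SD above the plate norm, cut at about 30% in these data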; also: 0% is about no effect
Target sequence (P14416 whole entry, looked up): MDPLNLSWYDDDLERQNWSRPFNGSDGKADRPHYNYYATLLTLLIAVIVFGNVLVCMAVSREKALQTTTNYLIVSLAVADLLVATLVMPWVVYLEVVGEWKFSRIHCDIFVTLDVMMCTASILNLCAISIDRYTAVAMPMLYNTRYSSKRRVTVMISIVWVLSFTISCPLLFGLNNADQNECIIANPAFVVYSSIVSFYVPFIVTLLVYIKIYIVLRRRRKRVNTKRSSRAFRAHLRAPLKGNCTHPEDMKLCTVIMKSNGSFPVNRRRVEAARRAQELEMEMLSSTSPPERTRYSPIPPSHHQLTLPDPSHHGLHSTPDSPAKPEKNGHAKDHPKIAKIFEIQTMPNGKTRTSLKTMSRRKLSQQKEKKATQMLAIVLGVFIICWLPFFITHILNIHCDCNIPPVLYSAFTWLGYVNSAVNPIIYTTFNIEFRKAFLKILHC
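Potentiation of an EC20 dopamine calcium response is measured in a force-coupled, tetracycline-inducible Hek293 Trex D2 line. Compound-only kinetic reads over 180 s flag agonists before dopamine addition.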
RXFP1 ag: activates the human relaxin receptor RXFP1; HEK293T-RXFP1 cAMP TR-FRET, 30 min; response scale: percent of porcine relaxin response, buffer zero; AID 2676; Potency, µM (doses to about 57.5 µM), for inactives: at the highest dose activation, actives largely listed as activators; actives 0.3% (n = 370,000); Q9HBX9; also: potency is read from the fitted curve at half-maximal effect; % is scaled to controls: 0 for no effect and ±100 for the full control effect; nearly all actives have a fitted effect of over 60% in size; many of its hits are not listed in these tables
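HEK293T cells stably expressing RXFP1 were pretreated with the PDE4 inhibitor Ro 20174, exposed to compounds for 30 min at 37C, lysed, and cAMP was read by TR-FRET. Data normalized to buffer (basal) and 29 nM porcine relaxin (100%).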
D1 ag: human D1 receptor agonism. P21728. HEK293 T-REx D1 cells, calcium flux, agonist mode. activation, % at 2 µM. actives 1% (n = 360,000); in the data active = activation above about 30%; also: 0% is about no effect
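Inducible HEK293 T-REx D1 cells, force-coupled to calcium signalling, were plated at 4000 cells/well with tetracycline and held overnight at 30 C. After no-wash calcium dye loading, compound-evoked calcium rise over 180 s flagged agonists.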
Active calls of the source: *; ? = inconclusive; / = no result given; & = joins results of further samples; [ ] = dose if it differs, or a comment. Unless noted, calls follow the shape of the dose curve; as a rule, active = well fitted curve in the direction sought with a large enough effect; inconclusive = small, poorly fitted or top-dose-only effect, or another doubt; inactive = no such curve, though single readings can be large; an effect the other way counts as inactive or inconclusive.

SMILES	RXFP1 antagonist	D1 potentiator	D1 antagonist	Apoferritin bind	TRHR ag	TRHR PAM	D2 PAM	RXFP1 ag	D1 ag
CN1CCC(=NNC(=O)C(=O)Nc2ccccc2F)CC1	4	-2	5	-12%	0.5	-4	/	-1.1%	-1
CCCCC(CC)c1nnc(NC(=O)c2cccs2)s1 (centres undefined)	-6	-4	7	?	-0.6	2	1	-0.8%	17
Cc1cc(=O)oc(C)c1C(=O)OCC(=O)c1ccccc1	-1	-2	-2	-24%	-0.3	13	/	1.4%	5
CC1CCN(C(=O)c2ccc3c(c2)NC(=O)/C(=C/c2ccccc2)S3)CC1	-2	2	7	-14%	1.1	20	2	-2.8%	3
O=C(Nc1nnc(-c2ccc3c(c2)CCCC3)o1)C1COc2ccccc2O1 (centres undefined)	/	/	-14	?	-0.4	4	-3	-1.5%	2
COc1ccc(C(=O)Nc2ccc(-c3nnn(CC(=O)NCc4ccco4)n3)cc2)cc1	0	-4	-1	10%	0.8	-1	9	9.1%	3
CC1CC(C)(C)CC2(C1)NC(=O)N(CC(=O)N(Cc1ccccc1)c1ccccc1)C2=O (centres undefined)	-12	-4	16	/	0.4	6	-12	-0.4%	5
Cc1ccc(S(=O)(=O)CCC(=O)Oc2ccc(-c3nnco3)cc2)cc1	5	-6	3	/	0.0	2	17	0.7%	2
O=C(Nc1cccc(Cl)c1)Nc1ccc(Cl)cn1	-5	-2	-8	2%	-1.2	6	4	0.9%	3
CCCS(=O)(=O)c1nc(S(=O)(=O)c2ccc(C)cc2)c(N2CCC(O)CC2)s1	10	-1	43	-6%	0.1	-3	8	8.2%	2
CC(=O)c1c(C)[nH]c(C(=O)COC(=O)CCCOc2ccccc2)c1C	-26	-6	3	?	-1.4	-8	-2	-2.1%	16
COC(=O)[C@@H]1Cc2c([nH]c3ccccc23)C2CCC(=O)N21 (some centres undefined)	-12	-4	-1	4%	0.4	-3	-1	1.8%	2
CC(NC(=O)c1ccc2c(c1)CCN2S(=O)(=O)c1ccc(Cl)cc1)c1ccccc1 (centres undefined)	-5	-1	-18	18%	4.2	-2	0	0.1%	9
CC(=O)N1c2ccc(S(=O)(=O)N3CCCC3C(=O)Nc3cccc(F)c3)cc2CC1C (centres undefined)	-13	-6	18	-10%	-0.5	4	11	-0.3%	2
CN(Cc1ccc(Cl)c(Cl)c1)C(=O)c1cccc(S(=O)(=O)N2CCN(Cc3ccccc3)CC2)c1	1	/	-9	/	0.7	1	3	-0.8%	14
COc1cc(-c2[nH]ncc2CN(C)Cc2nonc2C)cc(OC)c1OC	6	-2	10	-3%	-0.7	-11	6	-0.4%	0
CCOC(=O)CN1N=C(c2ccc(Cl)s2)CSC1=O	-2	11	16	8%	-0.1	0	-8	1.2%	1
Cc1c(C(=O)Oc2cccc3ccccc23)cnn1-c1ccccc1	4	1	-8	1%	0.7	0	-9	0.3%	-3
Cn1c(SCC(=O)Nc2ccc(F)cc2)nc2c([nH]c3ccccc32)c1=O	3	-3&0	4&11	-5%&1%	0.1&0.0	1&2	6&-3	1.0%&1.7%	-1&2
O=C(Cn1cncn1)N/N=C/c1c2ccccc2cc2ccccc12	-7	-5	18	-10%	-0.4	-4	-4	-5.4%	3
CCN(Cc1ccc(OC)c(F)c1)C(=O)c1cc2ccccc2o1	?	-6	-9	-2%	-0.1	-2	2	0.5%	4
O=C(NNC(=O)c1ccc(-c2ccccc2)cc1)Nc1ccc(F)cc1F	-2	-1	1	1%	0.6	-2	16	-0.2%	1
CN(Cc1cccs1)C(=O)c1cc(S(=O)(=O)N2CCOCC2)ccc1F	5	-6	-6	/	0.0	5	-2	-0.9%	1
CCOc1cc(C(=O)OCc2ccc(C(=O)OC)o2)cc(Br)c1OC	2	-3	-7	-16%	-0.4	10	-1	2.3%	12
COc1ccccc1/C=C1\SC(=S)N(CCC(=O)Nc2ccc(C(=O)O)c(O)c2)C1=O	20	5	1	-5%	0.3	8	15	1.3%	2
SMILES	RXFP1 antagonist	D1 potentiator	D1 antagonist	Apoferritin bind	TRHR ag	TRHR PAM	D2 PAM	RXFP1 ag	D1 ag
NC(=O)c1ccccc1Nc1nc2nc3ccccc3c(=O)n2cc1Br	18	-2	2	-7%	-0.3	7	1	14%	0
Cc1ccc(NC(=O)CN2CCN(S(=O)(=O)c3cccs3)CC2)cc1S(=O)(=O)N(C)C	11	-10	-36*	-11%	0.8	-5	-12	0.9%	5
O=C(O)c1cc(N/N=C/c2ccc(-c3ccccc3)cc2)ccc1Cl	-9	-6	-21	6%	-0.2	3	-9	0.3%	4
CCOC(=O)NC(=O)COC(=O)c1ccc(Sc2ncn[nH]2)c([N+](=O)[O-])c1	9	2	-9	-17%	0.7	2	2	0.2%	0
COc1ccc(S(=O)(=O)N2CCCCC2)cc1NC(=O)c1ccc(N2CCCC2=O)cc1	2	/	-15	/	-0.1	0	14	1.0%	1
CN(C)/C=N/c1cc(=O)[nH]c(=O)n1Cc1ccccc1	/	-1	9	-2%&0%	0.9	2	6	0.7%	-2
COc1ccc(/C=N/NC(=O)CN(C)C(=O)OCc2ccccc2)cc1OC	-10	-10	-16	-12%	0.2	-2	/	-0.2%	0
CCCc1cc(C(=O)N2CCN(c3ccccc3C)CC2)cs1	5	-10	-43*	6%	-0.5	-3	0	-0.1%	2
COc1cc(CCC(=O)N2CCN(c3cccc(C)c3C)CC2)cc(OC)c1OC	-6	-3	-9	-10%	-0.6	-8	-4	1.1%	0
CN(C)CCCNC(=O)/C(=N\O)c1ccccc1	-7	-7	20	-13%	0.1	-3	/	1.3%	5
Cc1cnc(NC(=O)CSc2nnc(Cc3ccccc3)o2)s1	-23	-4	5	-3%	0.4	3	-1	0.5%	3
Cc1cc(=O)n(CC(=O)O)c2ccccc12	-1	0	-1	2%	1.2	0	0	2.4%	3
COc1cccc(C(=O)CSc2nnc(COc3cccc4cccnc34)o2)c1	2	-7	-16	1%	-1.4	-4	/	-1.0%	10
Cc1c(Cl)cccc1NC(=O)N1CCCC1	16	3	-4	-5%	-1.0	-4	0	0.6%	1
CC(=O)N1c2ccc(S(=O)(=O)NCCC(=O)N3CCC(C)CC3)cc2CC1C (centres undefined)	19	-6	11	-5%	-0.1	32*	-2	-1.3%	3
Cc1c(C(=O)NC2CCCCC2)sc2ncnc(N3CCN(c4ccccc4)CC3)c12	20	0	-19	-1%	-0.1	-7	-6	2.3%	0
O=c1[nH]c(SCc2nc3ccccc3c(=O)n2-c2ccccc2C(F)(F)F)nc2ccccc12	-17	-1	-13	?	0.1	1	9	3.1%	-1
COC(=O)c1c2c(nc3ccccc13)CCC2	0	-1	1	-15%	0.0	-2	-5	0.5%	0
COc1ccc(CCNC(=O)Cn2cnc3c2c(=O)n(C)c(=O)n3C)cc1OC	3	-6	-2	-6%	-0.1	-3	-18	6.2%	3
Cc1ccc(CC(=O)Nc2ccc(F)c([N+](=O)[O-])c2)cc1	4	-9	-43*	-12%	-0.7	-4	16	-2.0%	9
CN(CC(=O)OCC(=O)NCC(F)(F)F)S(=O)(=O)c1ccc(Cl)cc1	-23	-3	-10	-6%	0.1	-2	-5	5.7%	10
CCCc1c(C(=O)N/N=C/c2cccnc2)nnn1-c1nonc1N	-16	0	-5	9%	0.7	-7	2	-0.8%	1
CCC1(C)Cc2ccccc2-c2nc(NCCO)n(-c3ccccc3)c(=O)c21 (centres undefined)	-4	7	26	-3%	0.8	-3	-7	5.8%	2
Cc1cc(C)n(-c2nc3c(c(=O)[nH]c(=O)n3C)n2CC(C)C)n1	1	5	11	-10%	0.1	2	-2	-2.5%	1
CCCCN(c1ccccc1)S(=O)(=O)c1cc2c3c(c1)C(C)C(=O)N3CCC2 (centres undefined)	1	0	/	-6%	-0.4	0	-9	1.9%	-4

TRHR PAM: what is marked active above
structure	RXFP1 antagonist	D1 potentiator	D1 antagonist	TRHR ag	TRHR PAM	D2 PAM	D1 ag
CC(=O)N1c2ccc(S(=O)(=O)NCCC(=O)N3CCC(C)CC3)cc2CC1C (centres undefined)	19	-6	11	-0.1	32*	-2	3

Retrieved by structure from the list above, 4 records:
SMILES	RXFP1 antagonist	D1 potentiator	D1 antagonist	Apoferritin bind	TRHR ag	TRHR PAM	D2 PAM	RXFP1 ag	D1 ag
Cc1c(Cl)cccc1NC(=O)N1CCCC1	16	3	-4	-5%	-1.0	-4	0	0.6%	1
Cc1ccc(NC(=O)CN2CCN(S(=O)(=O)c3cccs3)CC2)cc1S(=O)(=O)N(C)C	11	-10	-36*	-11%	0.8	-5	-12	0.9%	5
O=C(O)c1cc(N/N=C/c2ccc(-c3ccccc3)cc2)ccc1Cl	-9	-6	-21	6%	-0.2	3	-9	0.3%	4
CC(=O)N1c2ccc(S(=O)(=O)NCCC(=O)N3CCC(C)CC3)cc2CC1C (centres undefined)	19	-6	11	-5%	-0.1	32*	-2	-1.3%	3

Additional compounds.
SMILES	RXFP1 antagonist	D1 potentiator	D1 antagonist	Apoferritin bind	TRHR ag	TRHR PAM	D2 PAM	RXFP1 ag	D1 ag
O=C(NCc1ccco1)c1cc(-c2ccc(Cl)cc2)on1	-9	-1	-5	-10%	0.3	11	10	2.2%	0
COc1ccc(/C=N/n2c(C)cc(C)c(C(N)=O)c2=O)cc1	15	-2	3	-14%	0.7	1	-3	-1.3%	4
Cc1cc(N=NC(=O)c2ccccc2O)c2ccccc2c1O	-11	1	14	-2%	-0.4	1	13	1.5%	16
Cc1ccc(C(=O)CSc2nnc(-c3c[nH]c4ccccc34)o2)cc1	-3	-8	-8	?	0.5	-2	-4	1.4%	5
CC1=C(C(=O)Nc2ccc(C)cc2)C(c2ccc(Cl)cc2)n2nnnc2N1 (centres undefined)	/	0	-1	-14%	0.2	1	-5	0.1%	2
COc1ccc(S(=O)(=O)Nc2cc3c4c(c2)CCN4C(=O)CC3)cc1OC	-7	0	-10	/	-0.4	-2	-3	-0.6%	1
CC(=O)N(/N=C1\Sc2ccccc2C1=O)c1cccc(C)c1	-5	4	-3	-21%	-1.0	-16	5	2.1%	9
O=C(c1ccc(F)cc1)N1CCc2c([nH]c3ccccc23)C1c1ccc(Cl)cc1 (centres undefined)	-36	-1	2	46%[activator]	0.4	4	7	4.9%	0
COc1ccc(-c2cc(C(F)(F)F)nc(SCC(=O)Nc3ccc(C(C)=O)cc3)n2)cc1	/	-5	-44*	-7%	0.4	12	0	1.7%	1
CC1(C)CC(=O)C(Sc2ccccc2[N+](=O)[O-])=C(O)C1	/	-3	6	-11%	-0.2	0	-5	0.8%	2
Cc1cc(C)n(-c2ncccc2[N+](=O)[O-])n1	0	2	-7	-6%	1.2	4	9	0.0%	2

These rows are one share of the data; count on the stated rates, not on these rows.
